Source: PubChem
GalR3 antagonist = blocks the human galanin receptor 3. O60755. HEK293 GalR3-CNG cAMP membrane potential fluorescence; galR3 body fused to GalR1 C-terminus. inhibition, % at 3 µM. 0.44% of 360,000 active. AID 651719;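 active = inhibition above the screen-wide average plus 3 SD, cut at about 13% in these data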;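 also: forskolin and galanin both at EC90 stimulate the cells; cAMP rise reported by CNG channel membrane potential dye signal; 0% = forskolin plus galanin with DMSO and 100% = forskolin alone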
UBC9 SUMO inh = inhibitors of human SUMOylation (UBC9). P63279. HTRF SUMOylation assay, SAE1/SAE2 + UBC9, in vitro. inhibition, % at 35 µM. 0.36% of 290,000 active; in the data active = inhibition above about 50%, passing the limit was not always enough; also: strong numbers were not always called active
NS3 helicase inh = blocks Hepatitis C virus NS3 helicase unwinding; NS3 helicase DNA unwinding, Cy5 molecular beacon fluorescence; inhibition, % at 10.9 µM; 0.56% of 290,000 active; AID 1800;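 active = inhibition above the mean of all tested compounds plus 3 SD, set per campaign, cut at about 35% in these data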;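 also: 0% = DMSO wells and 100% = thioflavine S control wells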
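assay system = NS3 helicase fragment of HCV | buffer or medium = MOPS pH 6.5, MgCl2, DTT, Tween20, BSA | timing = 60 min unwinding reaction at 25 °C after ATP addition | signal = Cy5 beacon fluorescence read at start and 1 h | read-out basis = % inhibition of unwinding | control set = low DMSO, high thioflavine S at 110 µM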
IMP-1 inh = blocks Pseudomonas aeruginosa IMP-1 metallo-beta-lactamase | AID 1556 | purified IMP-1, nitrocefin hydrolysis, epi-absorbance fluorescence | inhibition, % at 5.6 µM | 0.45% of 290,000 active;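 active = inhibition above the mean plus 3 SD of all compounds in the same screening run, cut at about 4.5% in these data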;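 also: 0% = IMP-1 with DMSO and 100% = DMSO wells lacking enzyme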
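System: purified IMP-1 / Input: IMP-1 dispensed at 0.2 nM / Medium: 50 mM HEPES pH 7.1, 50 µM ZnSO4, 0.05% Brij 35 / Timing: 15 min enzyme–compound preincubation, then 25 min nitrocefin reaction, 25 °C / Technique: plate fluorescence quenching by hydrolysis product, ex 480/em 530 nm / Repeats: singlicate testing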
CRFR2-BP antag = blocks CRF-induced signaling of the CRF-BP/CRF-R2 complex. HEK293 CRF-R2/CRF-BP, CRF-induced calcium fluorescence. AID 588475. inhibition, % at 11.8 µM. 0.59% of 350,000 active;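 active = inhibition of the ligand-induced calcium signal above about 50% at the single tested concentration, limit read from the data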
p-CIP stab down = p/CIP protein destabilization; F442A p/CIP-EGFP cells, EGFP fluorescence, 16 h; 0.01% of 290,000 active; decrease of EGFP signal, % at 10 µM; Q05BA5;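 active = EGFP signal decrease of at least 30% at 10 µM or well 3 SD below plate mean, unless failing retest; inactive = the rest, including hits failing retest or dose response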; also: some compounds called inactive have numbers as strong as hits; many of its hits are not listed in these tables
Target sequence (Q05BA5 1-1403): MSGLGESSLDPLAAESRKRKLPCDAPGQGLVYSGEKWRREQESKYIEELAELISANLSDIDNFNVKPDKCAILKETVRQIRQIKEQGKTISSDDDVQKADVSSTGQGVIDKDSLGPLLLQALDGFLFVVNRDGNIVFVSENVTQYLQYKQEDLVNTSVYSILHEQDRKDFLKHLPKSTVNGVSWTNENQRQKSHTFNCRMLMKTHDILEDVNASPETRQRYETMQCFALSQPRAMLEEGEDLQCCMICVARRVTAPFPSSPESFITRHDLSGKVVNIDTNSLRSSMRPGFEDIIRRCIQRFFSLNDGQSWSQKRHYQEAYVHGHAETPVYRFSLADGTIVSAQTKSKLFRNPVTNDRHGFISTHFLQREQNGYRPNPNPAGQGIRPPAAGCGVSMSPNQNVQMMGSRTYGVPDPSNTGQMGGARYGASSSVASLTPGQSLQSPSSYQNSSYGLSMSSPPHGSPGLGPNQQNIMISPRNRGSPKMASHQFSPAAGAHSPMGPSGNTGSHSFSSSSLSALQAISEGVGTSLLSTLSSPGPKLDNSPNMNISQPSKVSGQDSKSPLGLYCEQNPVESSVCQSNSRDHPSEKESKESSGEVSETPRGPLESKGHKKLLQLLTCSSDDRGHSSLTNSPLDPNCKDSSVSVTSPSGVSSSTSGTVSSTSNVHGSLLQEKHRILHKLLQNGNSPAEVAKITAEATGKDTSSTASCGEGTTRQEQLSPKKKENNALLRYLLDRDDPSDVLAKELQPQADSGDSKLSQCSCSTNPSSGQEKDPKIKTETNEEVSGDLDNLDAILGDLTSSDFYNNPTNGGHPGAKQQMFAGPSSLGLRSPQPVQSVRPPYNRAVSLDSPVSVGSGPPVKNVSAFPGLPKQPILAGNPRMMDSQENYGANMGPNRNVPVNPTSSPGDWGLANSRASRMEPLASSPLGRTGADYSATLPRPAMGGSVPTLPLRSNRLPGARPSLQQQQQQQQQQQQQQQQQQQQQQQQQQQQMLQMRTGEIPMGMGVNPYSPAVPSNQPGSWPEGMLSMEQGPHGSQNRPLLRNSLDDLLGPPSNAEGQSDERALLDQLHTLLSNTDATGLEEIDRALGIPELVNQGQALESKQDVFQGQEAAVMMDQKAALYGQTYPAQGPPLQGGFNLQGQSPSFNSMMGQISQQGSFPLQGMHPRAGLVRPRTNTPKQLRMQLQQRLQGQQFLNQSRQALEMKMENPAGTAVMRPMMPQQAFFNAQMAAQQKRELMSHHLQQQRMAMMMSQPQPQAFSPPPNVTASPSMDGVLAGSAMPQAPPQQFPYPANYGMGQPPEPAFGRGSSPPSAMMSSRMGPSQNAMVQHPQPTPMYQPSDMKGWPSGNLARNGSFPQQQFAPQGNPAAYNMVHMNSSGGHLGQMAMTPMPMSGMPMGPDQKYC
IDE act = boosts human insulin-degrading enzyme activity in HEK cells; P14735; FAbeta-B cleavage, fluorescence polarization; 0% vehicle, 100% cell-free pure enzyme wells; activation, % at 5.96 µM; 0.073% of 340,000 active; AID 493087;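 active = activation above the mean of all tested compounds plus 3 SD, set per screening campaign, cut at about 17% in these data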
VIM-2 inh = inhibitors of Pseudomonas aeruginosa VIM-2 metallo-beta-lactamase; 0.89% of 290,000 active; purified VIM-2, nitrocefin hydrolysis, epi-absorbance fluorescence; AID 1527; inhibition, % at 5.6 µM;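 active = inhibition above the mean of all tested compounds plus 3 SD, cutoff set per screening run, cut at about 7.5% in these data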;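 also: red hydrolysis product quenches plate fluorescence so inhibitors raise well fluorescence; 0% = enzyme with DMSO and 100% = DMSO without enzyme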
IDE cell inh = cellular human IDE inhibition; P14735; 0.41% of 320,000 active; inhibition, % at 5.59 µM; AID 434962; HEK cells, FAbetaB cleavage, fluorescence polarization;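 active = percent inhibition above the average of all tested compounds plus 3 SD, set per screening campaign, cut at about 16% in these data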;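 also: IDE supplied by intact live HEK cells; FP after avidin binding of uncleaved biotin substrate so inhibition keeps polarization high; 0% = DMSO wells and 100% = 60 µM reference IDE inhibitor Ii1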
Numbers without * were called inactive; nt = not tested or not shown.

GalR3 antagonist	UBC9 SUMO inh	IDE act	IMP-1 inh	IDE cell inh	CRFR2-BP antag	NS3 helicase inh	p-CIP stab down	VIM-2 inh	Compound
2	3	0	-1.9	0	7	-7	13	-1.4	CC(C(=O)OCC(=O)c1ccccc1)N1C(=O)c2ccccc2C1=O (stereo not given)
-1	-1	4	-1.3	1	-3	-12	-2	-1.5	COc1cc2c(=O)n(CCC(=O)NCC3CCCO3)c(=O)n(CC(=O)c3ccc(Cl)cc3)c2cc1OC (stereo not given)
-10	-1	-3	-3.0	-1	23	21	-25	-2.2	COc1ccc(-n2c(CCC(=O)O)ccc2-c2ccccc2)cc1
-4	5	1	0.0	3	-4	4	2	4.8	O=C1c2ccccc2CC1Sc1nnc(-c2ccncc2)o1 (stereo not given)
-7	2	-3	-4.8	3	-14	2	-3	-5.0	CN(Cc1nc2ccccc2c(=O)[nH]1)C(=O)c1ccc(S(=O)(=O)N(C)C)cc1
-9	23	8	-4.3	3	11	-9	-5	-1.6	CS(=O)(=O)N(CC(=O)NCCc1ccccc1)c1cccc([N+](=O)[O-])c1
-5	-4	2	nt	-4	6	nt	0	nt	C=CCNC(=O)C1CC2Cn3c(nc4cc(C)c(C)cc43)C2N1C (stereo not given)
-2	-6	4	-2.0	1	-17	3	-6	-5.3	COCCOC(=O)C1=C(C)NC(=O)CC1c1cc2c(cc1Br)OCO2 (stereo not given)
-7	-4	-7	-0.5	7	-55	-45	-2	-3.4	Cc1cc(C)nc(/N=C(\N)Nc2ccc(-c3ccccc3)cc2)n1
-7	6	nt	0.0	3	-35	44*	-6	0.0	CC1=NN(c2ccccc2)C(=O)C1C=Nc1ccc(N(C)C)cc1 (stereo not given)
-2	-4	3	-1.7	-4	-6	-4	-4	-3.1	Cc1cc(C(=O)N2CCN(c3cccc(Cl)c3)CC2)c(C)o1
-3	-14	-1	-3.8	-2	20	14	-10	1.8	Nc1c(C(=O)O)ccc2c1C(=O)c1ccccc1C2=O
-13	7	4	-0.4	nt	-1	0	-3	-1.0	CC(C)(C)NC(=S)NC(C)(C)C
-2	15	4	-3.8	0	0	3	-31	-2.0	CC1=Nn2c(nnc2-c2cc(C)[nH]n2)SC1
-5	13	5	-5.0	-4	-23	8	-14	-2.9	CN(C)S(=O)(=O)c1ccc(C(=O)Nc2nc(-c3cccs3)cs2)cc1
-1	nt	3	nt	1	-8	nt	nt	nt	Cc1ccc(C)c(OCCC(=O)Nc2cccc(S(=O)(=O)N3CCCC3)c2)c1
-1	-23	1	-1.5	3	-12	-1	2	-0.4	Cc1ccccc1NN1C(=O)C=CC1=O
-8	12	0	-1.4	-5	-21	4	-7	-0.9	CCNC(=S)Nc1ccc(Cc2ccncc2)cc1
-4	5	0	0.9	-2	11	-9	-20	0.0	COc1cc(OC)c(NC(=O)CCCNC(=O)Cn2cnc3sc(C)c(C)c3c2=O)cc1Cl
1	-10	2	-3.4	-1	-15	-3	7	-3.6	O=C(CCCOc1ccccc1)N1CCCCC1
-3	-4	8	-2.9	7	-6	5	2	-1.2	CC1(C)Oc2ccc3ccc(=O)oc3c2/C(=C/Nc2ccccc2)C1=O
10	6	12	-2.0	3	6	27	1	1.5	O=C1CCC(=O)N1c1ccc(NCCc2ccccc2F)c([N+](=O)[O-])c1
-2	-10	-4	1.1	-2	20	8	-5	-2.3	COc1ccc([N+](=O)[O-])cc1NC(=O)C(C)Sc1nc(C)c(C)c(C)n1 (stereo not given)
-8	1	2	-2.9	-5	-3	-6	-2	13*	O=C(CSc1nnc(NC(=O)c2ccccc2F)s1)NC1CCCC1
-2	5	6	0.3	3	-3	-16	-3	0.4	COc1ccc(CN(C)CC2CCCN(CCc3ccccc3C)C2)cc1O (stereo not given)
-3	2	4	-1.9	-6	-11	5	-3	2.8	CC(Sc1nnc(Cc2ccc([N+](=O)[O-])cc2)o1)C(N)=O (stereo not given)
-7	15	-5	-2.2	-3	8	6	-7	-0.4	Cc1ccc2oc(-c3cccc(NC(=O)Cc4cccs4)c3)nc2c1
-1	nt	6	nt	1	9	nt	nt	nt	Cc1cc(Br)ccc1SCC(=O)OCC(=O)Nc1ccc2[nH]c(=O)[nH]c2c1
1	5	6	0.3	0	15	8	-4	0.5	O=C(/C=C/c1ccco1)NC(=S)Nc1nc(-c2ccc3ccccc3c2)cs1
-7	6	5	-3.0	11	4	1	-3	-3.6	COc1cc2c(cc1OC)CN(C(=S)Nc1cccc(Cl)c1C)CC2
-8	8	1	-3.4	1	8	6	-7	-2.7	Cc1cc(C)cc(OCc2nnc(SCC(=O)N3CCCCC3)o2)c1
3	-15	2	-1.6	0	-30	-11	-3	-4.6	CCc1cc(C(=O)OC)c(NC(=O)C2CC(=O)NN2Cc2ccccc2)s1 (stereo not given)

One compound at a time (already shown):
Profile of CC(Sc1nnc(Cc2ccc([N+](=O)[O-])cc2)o1)C(N)=O (stereo not given) : GalR3 antagonist: -3; UBC9 SUMO inh: 2; IDE act: 4; IMP-1 inh: -1.9; IDE cell inh: -6; CRFR2-BP antag: -11; NS3 helicase inh: 5; p-CIP stab down: -3; VIM-2 inh: 2.8
Profile of Cc1cc(Br)ccc1SCC(=O)OCC(=O)Nc1ccc2[nH]c(=O)[nH]c2c1 : GalR3 antagonist: -1; UBC9 SUMO inh: nt; IDE act: 6; IMP-1 inh: nt; IDE cell inh: 1; CRFR2-BP antag: 9; NS3 helicase inh: nt; p-CIP stab down: nt; VIM-2 inh: nt
Profile of CCc1cc(C(=O)OC)c(NC(=O)C2CC(=O)NN2Cc2ccccc2)s1 (stereo not given) : GalR3 antagonist: 3; UBC9 SUMO inh: -15; IDE act: 2; IMP-1 inh: -1.6; IDE cell inh: 0; CRFR2-BP antag: -30; NS3 helicase inh: -11; p-CIP stab down: -3; VIM-2 inh: -4.6

Marked active in VIM-2 inh (from the list above):
GalR3 antagonist	UBC9 SUMO inh	IDE act	IMP-1 inh	IDE cell inh	CRFR2-BP antag	NS3 helicase inh	p-CIP stab down	VIM-2 inh	Compound
-8	1	2	-2.9	-5	-3	-6	-2	13*	O=C(CSc1nnc(NC(=O)c2ccccc2F)s1)NC1CCCC1

Carrying on.
GalR3 antagonist	UBC9 SUMO inh	IDE act	IMP-1 inh	IDE cell inh	CRFR2-BP antag	NS3 helicase inh	p-CIP stab down	VIM-2 inh	Compound
-9	5	-1	-3.6	7	24	-7	-9	-1.1	S=C(NCCc1ccc(Cl)cc1)NC1CC1
-1	nt	2	nt	0	4	nt	nt	nt	CC(=O)c1ccc(OCCCC(=O)Nc2nnc(C3CC3)s2)cc1
-5	20	3	-2.0	-4	6	12	-7	-2.7	COc1cc(NC(=S)NCCc2ccccc2)c(OC)cc1NC(=O)C(C)C
2	8	-1	-3.8	12	-9	0	-34	-2.6	O=C1CSC(c2cccnc2)N1Cc1ccc(Cl)c(Cl)c1 (stereo not given)
-3	26	0	-0.3	3	6	2	-3	-0.5	CCCn1nnc(NC(=O)c2cccc(Cl)c2)n1
-4	7	-2	-3.5	-1	-41	0	-15	-1.4	CCNC(=S)N(Cc1cc2cccc(C)c2[nH]c1=O)C1CCCC1
0	12	5	-2.6	1	-15	-3	-11	-0.8	O=C(OCc1cn(-c2ccc(Cl)c(Cl)c2)nn1)c1ccccc1Cl
-2	6	-2	-3.3	4	3	3	-6	-2.0	CCOc1ccc(C(=O)CSc2nnc(C3CC3)n2C)cc1
-6	11	4	-1.9	7	-15	16	-9	-2.2	O=C(Nc1ccccc1Cl)NC1(C(=O)N2CCC(O)CC2)CCCCC1
-3	-1	2	0.0	5	9	-2	-8	1.8	COC(=O)C1=C(C)N=C2SC(C#N)=C(N)N2C1c1cc(OC)c(OC)c(OC)c1 (stereo not given)
-3	-6	-2	-2.5	2	-7	1	3	-1.5	Cc1nnc(NC(=O)CSc2nnc(Cc3ccccc3)n2Cc2ccccc2)s1
-3	nt	1	nt	0	-2	nt	nt	nt	CSCc1cccc(C(=O)OC(C)C(=O)Nc2c(C)n(C)n(-c3ccccc3)c2=O)c1 (stereo not given)
-1	24	5	0.7	0	-2	-15	1	0.8	CCCn1c(SCC(=O)Nc2sc(C)c(C)c2C(=O)OCC)nc2c1c(=O)n(C)c(=O)n2C
7	2	5	-4.0	0	79*	-11	9	2.6	COc1cccc(NC(=S)C(C#N)=C2N(C)c3ccccc3N2C)c1
-7	13	3	-1.9	1	0	6	-6	-2.1	CC(CCc1ccccc1)NC(=O)COC(=O)c1ccc(NC(=O)CC#N)cc1 (stereo not given)
-2	-22	-6	-2.1	8	10	-8	-20	-3.1	Cc1cc(C)c(C#N)c(SCC(=O)c2ccc(Cl)cc2Cl)n1
-7	10	0	-1.3	1	12	-6	-5	-2.0	Cc1ccc(NC(=O)CCNC(=O)c2ccco2)cc1F
4	2	6	-3.4	-2	-14	3	1	2.1	NC(=S)N=Nc1c(O)n(CCCl)c2ccc(Br)cc12
3	-10	2	-2.7	0	-14	-64	0	-2.4	COCC1CCN(Cc2cn(Cc3ccccc3)nc2-c2cc3ccccc3o2)CC1
-5	10	3	-3.8	-2	9	-4	0	-0.3	Cc1c(C(=O)NCc2ccc(F)cc2)c(-c2ccccc2)nn1-c1ccccc1
-5	-1	1	-3.5	4	-15	-4	-17	-5.0	COc1ccc(CN2C(=O)CC(C(=O)NCCc3ccc(S(N)(=O)=O)cc3)SC2=Nc2ccccc2)cc1 (stereo not given)
-3	nt	-1	nt	7	0	nt	nt	nt	COc1ccc(C)cc1NC(=O)COC(=O)c1ccccc1SCC(=O)N1CCCC1
-10	22	-2	-1.5	-2	21	-15	-13	2.6	Cc1nn(CCOc2ccccc2Cl)c(C)c1[N+](=O)[O-]
-7	nt	2	nt	-1	4	nt	nt	nt	CC(C)CCN(C(=O)C1CCCC1)c1c(N)n(Cc2ccccc2)c(=O)[nH]c1=O
4	-6	6	0.9	3	-3	15	8	2.9	CC(Oc1ccc2c(c1)oc(=O)c1ccccc12)C(=O)NC(Cc1c[nH]c2ccc(O)cc12)C(=O)O (stereo not given)
-4	-10	-3	1.0	-1	-1	-2	-1	1.7	CCOC(=O)C1=C(c2ccccc2)Nc2ncnn2C1c1ccc(C(=O)O)cc1 (stereo not given)

This is a random part of the collection (roughly 3.2% active in at least one column).
